# TRPN1 ag – zebrafish TRPN1 (NompC) channel agonism | HEK293 zebrafish TRPN1-YFP, Fluo-8 calcium fluorescence; 100% = response to 87 µM carbachol | activation, % at 3 µM | actives 0.18% (n = 220,000);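 active means activation above its plate's cutoff, the mean activation of test wells on that plate plus 3 SD, cut at about 19% in these data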;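 further: 0% = DMSO alone and 100% = 87 µM carbachol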
#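 Material – zebrafish TRPN1-YFP in HEK293 cells · Doses – 3 µM single point · Schedule – dye 1 h 37 °C plus 30 min RT · Signal – Fluo-8 calcium fluorescence, excitation 470-495 nm, emission 515-575 nm · Read-out – % activation versus carbachol response · Control set – carbachol high, DMSO low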
# thrombin 1536 – thrombin (human) inhibition | inhibition, % at 5 µM | P00734 | alpha-thrombin, Boc-VPR-AMC fluorogenic substrate cleavage | actives 0.26% (n = 220,000);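 active means inhibition at or above 40%; inactive means inhibition below 40%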;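 further: 0% = enzyme with no compound and 100% = wells without enzyme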
#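 System: Human alpha-thrombin protein | Medium: pH 7.5 Tris (50 mM) with NaCl 150 mM, Tween 20 0.05% | Times: Enzyme reaction carried out at room temperature | Detection: AMC fluorescence, 355/460 nm | Evaluation: Percent inhibition scaled between no-compound controls and no-enzyme blanks | Benchmarks: Enzyme without compound as high, wells lacking enzyme as low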
# KCC2 mod – modulates chloride dependent transport by human KCC2. Q9H2X9. KCC2 cells, thallium flux FluoZin-2 fluorescence. B-score of Tl+ flux slope (higher = more flux/activation; lower = inhibition) at 10 µM. actives 2.2% (n = 190,000). AID 1456;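 active means thallium flux slope and its plate-corrected score both differing from the plate sample mean at a set confidence after two filtering rounds, in either direction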;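 further: slope of fluorescence scaled to starting intensity during 10 to 20 s after thallium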
# Target sequence (Q9H2X9 whole entry, looked up): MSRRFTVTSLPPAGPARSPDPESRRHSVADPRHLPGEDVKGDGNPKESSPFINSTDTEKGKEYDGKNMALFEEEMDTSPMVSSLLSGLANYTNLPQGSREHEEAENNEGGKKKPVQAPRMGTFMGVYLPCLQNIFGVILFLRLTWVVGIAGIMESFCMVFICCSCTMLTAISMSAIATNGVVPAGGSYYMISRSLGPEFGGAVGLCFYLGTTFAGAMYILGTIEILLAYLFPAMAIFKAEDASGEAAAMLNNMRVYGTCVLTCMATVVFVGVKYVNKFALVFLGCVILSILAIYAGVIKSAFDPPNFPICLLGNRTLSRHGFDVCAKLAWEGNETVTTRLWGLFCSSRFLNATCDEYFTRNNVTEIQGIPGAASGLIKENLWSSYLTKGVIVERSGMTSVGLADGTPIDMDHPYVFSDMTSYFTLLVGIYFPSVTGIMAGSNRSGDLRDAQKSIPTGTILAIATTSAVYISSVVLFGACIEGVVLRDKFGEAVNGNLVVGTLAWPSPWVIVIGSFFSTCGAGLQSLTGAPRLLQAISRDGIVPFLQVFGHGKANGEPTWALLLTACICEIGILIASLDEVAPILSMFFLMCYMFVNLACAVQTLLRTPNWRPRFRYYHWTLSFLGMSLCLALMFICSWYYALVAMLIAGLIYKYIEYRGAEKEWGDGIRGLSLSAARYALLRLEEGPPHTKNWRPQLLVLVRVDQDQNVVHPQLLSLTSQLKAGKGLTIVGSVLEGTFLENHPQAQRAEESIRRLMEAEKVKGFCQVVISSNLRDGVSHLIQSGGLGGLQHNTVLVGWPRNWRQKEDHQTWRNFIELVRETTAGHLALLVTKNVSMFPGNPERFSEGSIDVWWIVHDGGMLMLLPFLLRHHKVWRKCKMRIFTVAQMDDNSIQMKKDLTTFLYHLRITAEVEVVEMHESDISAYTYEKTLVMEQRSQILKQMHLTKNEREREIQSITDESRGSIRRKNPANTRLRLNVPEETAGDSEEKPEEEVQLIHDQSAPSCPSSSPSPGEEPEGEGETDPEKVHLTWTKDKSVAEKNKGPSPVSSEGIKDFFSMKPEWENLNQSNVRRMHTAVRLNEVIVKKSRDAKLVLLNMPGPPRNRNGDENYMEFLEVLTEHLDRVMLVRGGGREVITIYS
# m-calpain inh – blocks pig calpain II enzyme activity. inhibition, % at 16 µM. AID 1236. actives 0.37% (n = 220,000). purified calpain II, fluorogenic peptide substrate, 30 min;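 active means inhibition above about 50%, limit read from the data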
# PPC-1+TRAIL kill – kills PPC-1 cancer cells in the presence of TRAIL. actives 0.41% (n = 220,000). PPC-1 cells + TRAIL, ATPLite viability luminescence. AID 1443. cell killing (% activity), % at 4 µM;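 active means cell killing above 50% in the first pass at 4 µM, then a duplicate retest at 5 µM averaging 50% or more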;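 further: plate controls were cells with TRAIL plus DMSO for no effect and medium-only wells lacking cells for full effect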
# Tb hexokinase – blocks Trypanosoma brucei hexokinase 1 activity. recombinant TbHK1, G6PDH-coupled NADH A340. inhibition, % at 10 µM. actives 0.11% (n = 220,000). AID 1430;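 active means inhibition of 50% or more in the single-dose primary screen; inactive means inhibition below 50%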
# EBV gp42 block – inhibitors of Epstein-Barr virus glycoprotein 42; Fluorescence polarization binding assay, mP read-out; actives 0.42% (n = 220,000); Q1HVG2; inhibition, % (tested at 21.74 µM); in the data active means inhibition above about 50%
# TRPML3 ag – agonists of human TRPML3 channel | HEK293 TRPML3-YFP, Fluo-8 calcium fluorescence; 100% = the carbachol control signal | activation, % at 3 µM | actives 0.29% (n = 220,000) | AID 1448;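 active means activation above its plate's cutoff, the mean activation of the plate's test wells plus 3 SD, cut at about 12% in these data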;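 further: 0% = DMSO only wells and 100% = carbachol wells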
#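 system = HEK293 cells stably carrying human TRPML3-YFP | doses = one concentration, 3 µM nominal, 0.3% DMSO | timing = dye loading 1 h 37 °C then 30 min ambient, 125 s read | detection = Fluo-8 calcium dye fluorescence, ex 470-495, em 515-575 nm | benchmarks = high control carbachol 87 µM, low control DMSO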
# Furin inhibitor – human furin inhibition; AID 463115; P09958; purified furin, fluorogenic substrate cleavage; inhibition, % at 30 µM; actives 0.061% (n = 220,000); in the data active means inhibition above about 25%; further: inactives centre near -15
# Numbers without * were called inactive; x = not tested or not shown; [ ] = dose if it differs, or a comment. An unsorted share of the library; 3.6% or so of the library scored in one or more.
SMILES,TRPN1 ag,thrombin 1536,KCC2 mod,m-calpain inh,PPC-1+TRAIL kill,Tb hexokinase,EBV gp42 block,TRPML3 ag,Furin inhibitor
O=C(Nc1ccc2c(c1)OCCO2)C1CCCN(c2ncccn2)C1 (centres undefined),0.5,-1,1.4,-14,33,3,-12,0.1,-21
Cc1ccc(Cn2nnc3c(=O)[nH]c(C(=O)NCc4ccco4)nc32)cc1,0.1,-4,-2.8,30,-2,3,2,0.3,-13
C/C(CC(=O)Nc1cc(C)ccn1)=N\NC(=O)c1cccc(C)c1,-0.5,8,-0.3,-18,22,0,3,-0.5,-26
COC(=O)c1cc(Br)c(=O)n(CCN2CCCC2)c1,0.7,3,0.79,-26,10,3,-8,0.1,-6[20 µM]
CCCCN(C(=O)CN1CC(C)OC(C)C1)c1c(N)n(CC(C)C)c(=O)[nH]c1=O (centres undefined),1.4,-12,0.32,-3,4,1,-12,0.8,-13
CC(C)(C)c1cc(C(=O)NCc2ccco2)ccn1,1.8,2,0.67,-13,3,16,-16,0.0,-7[20 µM]
COC(=O)CCSCC(=O)Nc1nnc(C)s1,0.2,-14,0.52,17,8,4,-17,-0.1,-24
Cc1ccc(Cn2ccc(NC(=O)c3nn(C)cc3Cl)n2)cc1,-0.1,4,-2.3,11,13,1,-21,1.8,-14[20 µM]
COc1cc(NC(=O)Nc2ccccc2OC)c(OC)cc1NC(=O)CN1CCCCC1,-0.1,-1,-0.0024,-50,10,-14,-17,-0.2,-14
Cc1nc(COC(=O)c2cc(O)c3ccccc3c2O)cs1,0.1,-6,0.2,-17,12,2,-1,1.8,-23
O=C(O)/C=C/C(=O)N1CCc2ccccc21,1.0,0,0,-9,-3,-17,-16,1.1,-21
COc1ccc(C2N(c3ccc(C)cc3)CCN2c2ccc(C)cc2)cc1O,0.1,-2,-0.6,-24,11,-2,5,0.1,-13
COC(=O)C1(S(=O)(=O)c2cccc3nsnc23)CC1,2.5,0,0.085,-3,-20,-3,-13,0.5,-6
Cc1[nH]c2ccccc2c1SCC(=O)N1CCCCC1,-1.6,-11,-0.058,13,-19,-1,-16,1.1,-25
COc1cc(C(C(=O)NC2CCCCC2)N(Cc2ccco2)C(=O)c2cnccn2)cc(OC)c1OC (centres undefined),0.7,-10,0.72,1,x,-3,-52,0.7,-7
CC1CN(S(=O)(=O)c2ccc(C(=O)NCCCn3ccnc3)cc2)CC(C)O1 (centres undefined),0.5,1,0.13,-20,24,-28,0,0.1,-31
Cc1noc2ncnc(Oc3ccc4ccccc4c3)c12,-1.1,4,-0.37,-19,14,-4,-1,0.1,-19[20 µM]
O=C(CN1C(=O)COc2ccccc21)NCc1ccc(C(=O)O)cc1,0.2,-1,x,27,16,-3,-9,0.8,-19
CCOC(=O)c1sc(C)c2c(=O)n(CC)nnc12,-0.7,4,-0.059,-14,22,-23,-11,-0.1,-13[20 µM]
Cc1ccc(CNC(=O)CSc2ncccn2)cc1,-0.7,0,0.19,3,6,-3,-45,1.0,-9[20 µM]
CCC(CC)NC(=O)c1cc(OC)c(OC)cc1[N+](=O)[O-],-0.5,-2,0.0093,10,-1,-5,-8,0.6,3[20 µM]
O=S(=O)(c1ccccc1)c1ccc(C(F)(F)F)cn1,-2.0,13,0.014,-15,14,-2,-23,-0.9,-17
O=C(c1ccco1)N1CCCC(c2nc(-c3ccc(S(=O)(=O)NCc4ccccc4)cc3)no2)C1 (centres undefined),7.5,-4,-2.7,-16,4,3,3,3.4,0
Cc1cccc(N2C(=O)C(Oc3ccc(Cl)cc3Cl)C2C=O)c1C (centres undefined),4.7,-3,-3*,-9,-3,39,0,2.3,-12
CC12CCC(C(=O)N3CCN(Cc4ccccc4)CC3)(OC1=O)C2(C)C (centres undefined),2.1,-2,1.2,-7,-21,-3,-29,0.7,-8[20 µM]

# Continued, overlapping the part above by 3 compounds.
SMILES,TRPN1 ag,thrombin 1536,KCC2 mod,m-calpain inh,PPC-1+TRAIL kill,Tb hexokinase,EBV gp42 block,TRPML3 ag,Furin inhibitor
O=C(c1ccco1)N1CCCC(c2nc(-c3ccc(S(=O)(=O)NCc4ccccc4)cc3)no2)C1 (centres undefined),7.5,-4,-2.7,-16,4,3,3,3.4,0
Cc1cccc(N2C(=O)C(Oc3ccc(Cl)cc3Cl)C2C=O)c1C (centres undefined),4.7,-3,-3*,-9,-3,39,0,2.3,-12
CC12CCC(C(=O)N3CCN(Cc4ccccc4)CC3)(OC1=O)C2(C)C (centres undefined),2.1,-2,1.2,-7,-21,-3,-29,0.7,-8[20 µM]
COc1cc(C2C(C#N)=C(N)Oc3n[nH]c(-c4cccnc4)c32)cc(Br)c1O (centres undefined),-0.4,x,1.1,8,-4,0,-15,0.3,-28
CC(=O)c1cccc(NC(=O)C2C3C=CC(C4CC34)C2C(=O)O)c1 (centres undefined),-0.7,0,-0.47,-12,28,-7,-16,0.7,-11[20 µM]
Cn1c(=O)c2c(-c3ccccc3)n(C3CCCCC3)cc2n(C)c1=O,-0.9,-1,-0.32,8,17,-1,-22,-0.1,-20
Cc1ccc(-n2nc(C)c3c(C)c(CCC(=O)Nc4ccc(CN5CCCC5)cc4)c(C)nc32)cc1,6.8,3,0.17,-141,7,-1,-13,3.6,-23
COc1ccc(NS(=O)(=O)c2c(F)cc(F)c(Cl)c2F)cc1S(=O)(=O)N1CCCCC1,-1.7,-6,-0.76,9,13,-4,-14,-0.4,-22
Cc1nn(Cc2ccccc2)c(=O)n1N(C)c1ncc(C(F)(F)F)cc1Cl,0.0,0,0.58,-15,8,1,10,-0.1,-2[20 µM]
O=C(CCC1CCCC1)N1CCN(C2CCCC2)CC1,1.1,-2,0.8,-21,-19,-4,1,0.8,-16
C/C(=N\O)C(=O)NCCCn1ccnc1,0.4,-3,0.52,-1,7,-3,-17,1.6,-23
O=C1C2CCCN2C(c2ccco2)N1c1ccc(F)cc1 (centres undefined),-0.3,1,0.88,-4,8,6,5,-0.3,-7
O=C(NCc1ccc2c(c1)OCO2)c1ccc(CN2CCOCC2)cc1,0.5,4,x,3,7,1,-12,0.6,-13[20 µM]
Cc1cc(/C=N/NC(N)=S)c(C)n1-c1ccc(Br)cc1,-2.3,3,0.48,-6,28,-6,-2,-0.5,-3
COCCN(C(=S)Nc1ccccc1OC)C(C)c1cccs1 (centres undefined),-1.3,-10,-1.9,13,13,-4,-2,0.0,-17
COc1cc(OC)c(NC(=O)CC(C)=O)cc1Cl,-0.9,-10,-0.31,7,14,-10,-14,-0.1,-11
COc1ccc(OC)c(-n2c(=S)[nH]c3cc(C(=O)N4CCCCC4)ccc3c2=O)c1,0.5,-3,-0.31,21,18,-11,-8,0.9,-26
O=C(CCCN1C(=O)c2cccc3cccc(c23)C1=O)NCCN1CCOCC1,0.9,4,-0.56,-9,6,-21,0,1.4,-11
Cc1ccc(CCNC(=O)CS(=O)Cc2nc(-c3cccs3)oc2C)cc1 (centres undefined),-0.3,-2,-0.07,-15,-14,-1,-10,-0.1,-18
CN1CCN(C(=O)c2ccccc2-c2ccccc2C(=O)O)CC1,-0.6,-6,x,-28,13,-4,-2,1.4,-30
S=C(NCc1ccco1)Nc1cc(Cl)c(Cl)cc1Cl,2.0,-2,2,23,-14,1,11,0.4,-6
C=CCSc1nnc(COc2ccc(=O)n(-c3ccccc3)n2)n1CC,0.7,-6,1.1,-17,-1,2,4,0.3,-21
CCN(CC(=O)NC(C)(C)C)C(=O)c1ccc(Br)cc1,-1.0,0,0.53,-11,-6,0,-41,0.2,-19
COc1cc([N+](=O)[O-])ccc1N=Nc1c(N)[nH]n(-c2ccccc2)c1=O,1.6,x,2.2,13,14,-6,-5,0.1,5
O=S(=O)(c1ccc(S(=O)(=O)N2CCOCC2)cc1)N1CCCC1,0.5,-2,0.35,18,x,3,-11,-0.8,-18
O=C(CN(C(=O)Cn1nnc(-c2cccs2)n1)c1ccc2c(c1)OCCO2)NC1CCCCC1,-1.5,-2,0.002,-8,-3,0,-15,-1.2,-26
COC(=O)c1sccc1NC(=S)Nc1ccc(OC)cc1,1.4,-6,1.1,28,-16,-6,-2,0.3,-12
CCOC(=O)N/N=C(\C)c1ccc(C)o1,2.8,-3,-0.44,19,-11,-6,-6,0.6,-16

# 2 entries from above in another layout:
SMILES	TRPN1 ag	thrombin 1536	KCC2 mod	m-calpain inh	PPC-1+TRAIL kill	Tb hexokinase	EBV gp42 block	TRPML3 ag	Furin inhibitor
Cc1noc2ncnc(Oc3ccc4ccccc4c3)c12	-1.1	4	-0.37	-19	14	-4	-1	0.1	-19[20 µM]
Cc1ccc(Cn2ccc(NC(=O)c3nn(C)cc3Cl)n2)cc1	-0.1	4	-2.3	11	13	1	-21	1.8	-14[20 µM]

# Going on with the list.
SMILES,TRPN1 ag,thrombin 1536,KCC2 mod,m-calpain inh,PPC-1+TRAIL kill,Tb hexokinase,EBV gp42 block,TRPML3 ag,Furin inhibitor
CCOC(=O)c1sc(NC(=O)Cn2nnc3sc4c(c3c2=O)CCCC4)nc1C,1.1,-4,0.23,-121,2,-8,-26,0.2,-1[20 µM]
O=C(c1ccccc1Sc1ccccc1[N+](=O)[O-])N1CCCCC1,-0.6,-1,x,12,0,-1,5,0.4,-20
COc1ccc(CC(C(=O)Nc2cccc(F)c2)c2nn[nH]n2)c(OC)c1 (centres undefined),0.3,3,x,-27,19,29,-19,-0.5,-17
CCOc1cc(/C=N\NC(=O)c2ccc(NC(=O)CC)cc2)ccc1OC(=O)c1ccccc1,1.3,1,x,-15,7,-6,-4,0.5,-21[20 µM]
CCCCCCSc1nsc(N)n1,-0.8,-2,-1.1,3,13,-1,-8,0.1,-11[20 µM]
COc1ccc(CN(CC(=O)NCc2ccco2)C(=O)CCC(=O)Nc2nccs2)cc1,1.5,-3,0.41,-11,5,-4,-14,-0.2,-2[20 µM]
O=C(c1ccc(Cl)nc1)N1CCN(S(=O)(=O)c2ccccc2)CC1,-1.1,1,0.96,-13,22,-6,-9,1.0,-31
O=C(NCCCN1CCCC1=O)c1cc(-c2cccnc2)nc2ccc(Cl)cc12,0.9,-4,0.44,-44,15,-8,-21,3.0,-24
Cc1cc(NC(=O)c2ccc(C)s2)n(-c2ccccc2)n1,0.6,-3,-0.9,-37,24,0,-3,1.3,-9[20 µM]
CCSc1ccccc1C(=O)Nc1nncs1,0.5,5,0.4,22,14,-7,1,0.4,27*[20 µM]
COc1ccc(-n2c(O)c(/C=N/NS(=O)(=O)c3ccc(C)c([N+](=O)[O-])c3)c3ccccc3c2=O)cc1OC,0.3,2,-1.2,-95,10,-6,-35,1.0,-25
COc1cc(NC(=O)c2cc(-c3cccnc3)nc3ccc(C)cc23)c(OC)cc1Cl,1.1,-6,x,-13,4,-10,-14,2.2,-28
O=C(NCCN1CCCCC1)c1ccc2c(c1)OCCO2,1.9,-2,x,1,0,-6,-20,1.2,-21
CCO[C@H]1OC(C(=O)N2CCN(Cc3ccc4c(c3)OCO4)CC2)=C[C@@H](C)[C@@H]1CCCO,1.2,-7,0.27,-13,24,-8,-7,-0.9,-5
COc1cccc(/C=C2\SC(=N)N(c3ccc(F)cc3)C2=O)c1,-2.0,11,-0.061,-39,6,-23,-26,0.1,-21
COc1ccc2c(C)cc(SCC(=O)Nc3c(C)n(C)n(-c4ccccc4)c3=O)nc2c1,-1.2,3,-0.51,-22,-19,-19,-14,-0.6,5[20 µM]

# Screens deposited in PubChem BioAssay by several laboratories.
